Assay outcomes from PubChem.
Mito fusion act = qHTS Assay for Small Molecule Inhibitors of Mitochondrial Division or Activators of Mitochondrial Fusion | Potency, µM (doses to about 46.1 µM), for inactives: top-dose growth rescue (activation), actives largely listed as activators | actives 0.23% (n = 320,000) | S. cerevisiae fusion-defective mutant growth rescue, CellTiterGlo 48 h;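 also: potency is read from the fitted curve at half-maximal effect; % of control where 0% means no effect; nearly all actives have a fitted effect of over 45% in size; temperature-sensitive fusion mutants such as fzo1-1 at 37 °C on non-fermentable ethanol glycerol medium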
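Luminescent cell viability in 1536-well qHTS format served as the measure of rescued growth in ts fusion-mutant S. cerevisiae cultured on non-fermentable YPEG for 48 hours at 37C.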
Integrin act MD = qHTS for Activators of Integrin-Mediated Alleviation for Muscular Dystrophy; alpha7betagal myoblasts, beta-gal FDG fluorescence, 48 h; Potency, µM (doses to about 38.3 µM), for inactives: at the highest dose activation, usual class: activators; actives 0.064% (n = 350,000);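 also: potency is read from the fitted curve at half-maximal effect; 100% = response of the positive control SU9516; nearly all actives have a fitted effect of over 60% in size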
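alpha7betagal+/- myoblasts (passage 13, 250/well) treated 48 h at 37C with compounds at 1:260 dilution of DMSO stock. Lysed, then beta-galactosidase activity read as FDG fluorescence (ex 480/em 540) after 30 min, with pre-read for autofluorescence.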
PTAP TSG101 blk = qHTS Assay for Iinhibitors of HIV-1 Budding by Blocking the Interaction of PTAP/TSG101. Tumor susceptibility gene 101 protein (Homo sapiens), Q99816. Fluorescence polarization, FITC-PTAP peptide / Tsg101 binding. Potency, µM (doses to about 115 µM), for inactives: at the top dose activity change, negative = inhibition, most hits filed as inhibitors. 340,000 tested, under 10 active. AID 493005, 2010; active = well fitted inhibition curve with a large enough effect in the main read-out, with a control signal flat, not every such curve was filed as active; inconclusive = small, poorly fitted or top-dose-only effect, or effect the other way, or a change in a side signal; inactive = no such curve, though single readings can be large or run the other way; also: potency is read from the fitted curve at half-maximal effect; % of control where 0% means no effect
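Fluorescence polarization binding of Tsg101 binding domain (10 uM final) to FITC-labeled PTAP peptide (50 nM final) in HEPES pH 7.5 buffer with NaCl, Tween 20, EDTA, TCEP. Compounds added before peptide; binding 20 min at RT.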
CXXC DNA block = qHTS Fluorescence Polarization Assay for Inhibitors of MLL CXXC domain - DNA interaction. Histone-lysine N-methyltransferase 2A (Homo sapiens), Q03164. MLL-CXXC / FITC-HOXA9 DNA fluorescence polarization. Potency, µM (highest dose often 115 µM), for inactives: top-dose activity change, negative = inhibition, usual class: inhibitors. actives 0.037% (n = 290,000); active = well fitted inhibition curve with a large enough effect in the polarisation, with a control signal flat, not every such curve was filed as active; inconclusive = small, poorly fitted or top-dose-only effect, or effect the other way, or a change in a side signal; inactive = no such curve, though single readings can be large or run the other way; the % refers to the polarisation; also: potency is read from the fitted curve at half-maximal effect
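Purified MLL-CXXC (added from a 7 uM solution) was preincubated 5 min at ambient with pinned compounds in 50 mM Tris-HCl pH 7.5, 50 mM NaCl, 1 mM DTT, 0.05% BSA. Fluorescein-labeled HOX-A9 DNA (50 nM solution) followed, 30 min, then polarization read.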
Menin MLL FP TR = qHTS Assay for Inhibitors Targeting the Menin-MLL Interaction in MLL Related Leukemias: Competition With Texas Red Labeled MLL-derived Mutant Peptide | Menin + Texas Red MLL mutant peptide, fluorescence polarization | O00255 | AID 1768, 2009 | actives 0.23% (n = 270,000) | Potency, µM (highest dose often 61.6 µM), inactives show at the top dose FP activity change, negative = inhibition, usual class: inhibitors; active = well fitted inhibition curve with a large enough effect in the polarisation, with a control signal flat, not every such curve was filed as active; inconclusive = small, poorly fitted or top-dose-only effect, or effect the other way, or a change in a side signal; inactive = no such curve, though single readings can be large or run the other way; the % refers to the polarisation; also: potency is read from the fitted curve at half-maximal effect; % of control where 0% means no effect; many of its hits are not listed in these tables
TCR activator = Activators of T cell receptors: qHTS campaign. Potency, µM (top dose mostly 9.22 µM), without a hit: top-dose activation of IL-2 secretion, hits mostly activators. AID 504894, 2011. primary human leukocytes, anti-CD3, IL-2 HTRF, 48 h. 330,000 tested, under 10 active; also: % of control where 0% means no effect
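Activity was scored as IL-2 release from primary human leukocytes given only a TCR signal (a-CD3 beads) plus compound for 48 hr. Detection used a two-antibody HTRF format read at 665nm.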
MBNL1-CUG inh = qHTS Assay for Inhibitors of MBNL1-poly(CUG) RNA binding | TR-FRET MBNL1-His/biotin-(CUG)12 binding, 665/545 ratio | Potency, µM (titrated, usually from 57.5 µM), for inactives: at the highest dose activity change, negative = inhibition, most hits filed as inhibitors | actives 0.036% (n = 280,000); active = well fitted inhibition curve with a large enough effect in the signal ratio, with a control signal flat, not every such curve was filed as active; inconclusive = small, poorly fitted or top-dose-only effect, or effect the other way, or a change in a side signal; inactive = no such curve, though single readings can be large or run the other way; the % refers to the signal ratio; also: potency is read from the fitted curve at half-maximal effect; % is scaled to controls: 0 for no effect and ±100 for the full control effect
Target sequence (Q9NR56 whole entry, looked up): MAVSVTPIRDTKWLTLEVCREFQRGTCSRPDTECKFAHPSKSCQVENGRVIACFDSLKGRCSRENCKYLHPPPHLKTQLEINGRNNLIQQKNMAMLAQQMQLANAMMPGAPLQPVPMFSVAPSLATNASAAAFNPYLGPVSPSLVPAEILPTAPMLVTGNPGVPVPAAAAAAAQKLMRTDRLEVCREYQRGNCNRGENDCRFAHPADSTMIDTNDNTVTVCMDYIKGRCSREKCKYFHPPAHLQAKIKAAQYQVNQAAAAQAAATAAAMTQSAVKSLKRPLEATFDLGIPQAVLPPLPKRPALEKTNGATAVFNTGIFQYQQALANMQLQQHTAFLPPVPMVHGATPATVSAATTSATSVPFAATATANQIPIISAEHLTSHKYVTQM
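Inhibition of protein-RNA binding appears as loss of TR-FRET between terbium anti-His antibody on MBNL1-His and streptavidin-XL665 on biotin-(CUG)12. Activity is normalized to buffer-only and uninhibited-complex controls.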
A-T KAP1 phos = qHTS Assay for Identifying a Potential Treatment of Ataxia-Telangiectasia; […] A-T fibroblasts, KAP-1 phosphorylation AlphaLISA; neocarzinostatin DNA damage 30 min before lysis; Potency, µM (highest dose often 57.5 µM), for the others: at the top dose activation, actives largely listed as activators; actives 0.19% (n = 320,000); AID 485349, 2010; also: potency is read from the fitted curve at half-maximal effect; % of control where 0% means no effect; nearly all actives have a fitted effect of over 45% in size
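hTERT-immortalized A-T patient fibroblasts ([…]), 500 cells/well in OPTI-MEM, 1% FBS, got compounds for 60 min, then NCS for 30 min at 37C. Lysates were then assayed for phospho-KAP-1 by AlphaLISA (anti-pKAP1 donor, anti-KAP1 acceptor beads), 6 hr at 25C.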
ASM inhibitor = Inhibitors of Secretory Acid Sphingomyelinase (S-ASM): qHTS | Sphingomyelin phosphodiesterase (Homo sapiens), P17405 | placental ASM, HMU-PC fluorogenic substrate, 60 min | Potency, µM (series often up to 57.5 µM), for inactives: at the top dose activity change, negative = inhibition, most hits filed as inhibitors | actives 0.006% (n = 340,000); also: potency is read from the fitted curve at half-maximal effect
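qHTS format. ASM enzyme prepared from human placenta hydrolyses the fluorogenic substrate HMU-PC0 (9 uM final) over 60 min at 37 °C after a 10 min compound preincubation.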
TSHR antag = Antagonists of the Thyroid Stimulating Hormone Receptor: HTS campaign; actives 0.2% (n = 330,000); AID 504810, 2011; activity change, negative = inhibition, % at 11.5 µM; TSHR-expressing cells, TSH-stimulated cAMP HTRF, 2 h; hits give low values; Thyrotropin receptor (Homo sapiens), P16473;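 active = activity change below a set negative limit, meaning inhibition stronger than a set level, cut at about -70% in these data; inconclusive = activity change between two set negative limits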; also: % is scaled to controls: 0 for no effect and ±100 for the full control effect
Target sequence (P16473 whole entry, looked up): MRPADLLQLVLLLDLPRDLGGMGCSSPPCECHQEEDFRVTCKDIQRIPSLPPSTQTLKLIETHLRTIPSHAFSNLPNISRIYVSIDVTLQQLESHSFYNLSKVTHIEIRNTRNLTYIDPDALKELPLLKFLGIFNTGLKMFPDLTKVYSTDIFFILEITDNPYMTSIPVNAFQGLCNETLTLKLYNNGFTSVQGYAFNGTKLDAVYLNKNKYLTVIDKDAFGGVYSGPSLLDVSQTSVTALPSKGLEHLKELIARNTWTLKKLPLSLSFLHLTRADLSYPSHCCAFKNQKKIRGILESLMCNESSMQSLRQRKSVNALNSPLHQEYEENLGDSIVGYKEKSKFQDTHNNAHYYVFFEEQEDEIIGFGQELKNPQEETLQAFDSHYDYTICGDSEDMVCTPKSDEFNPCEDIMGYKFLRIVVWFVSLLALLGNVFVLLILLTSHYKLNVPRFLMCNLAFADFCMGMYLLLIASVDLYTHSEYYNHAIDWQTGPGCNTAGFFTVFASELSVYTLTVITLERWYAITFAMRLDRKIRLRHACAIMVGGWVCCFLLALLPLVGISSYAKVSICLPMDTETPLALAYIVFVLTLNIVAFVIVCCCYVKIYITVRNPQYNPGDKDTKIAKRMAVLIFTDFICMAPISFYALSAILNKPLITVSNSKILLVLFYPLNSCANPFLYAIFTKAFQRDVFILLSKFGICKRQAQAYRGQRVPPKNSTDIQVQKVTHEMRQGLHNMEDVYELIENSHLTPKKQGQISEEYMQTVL
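Competitive HTRF cAMP read-out (cryptate anti-cAMP antibody, cAMP-d2; 30 min, room temperature) in freshly harvested TSHR cells. Compounds added before TSH at EC80 (4nM final), followed by 2 hours' incubation at 37 deg C.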
Starred values were filed as active, the others as inactive; i = inactive; ? = inconclusive; . = not tested or not shown; & = joins results of further samples; [ ] = dose if it differs, or a comment. Unless noted, calls follow the shape of the dose curve; as a rule, active = well fitted curve in the direction sought with a large enough effect; inconclusive = small, poorly fitted or top-dose-only effect, or another doubt; inactive = no such curve, though single readings can be large; an effect the other way counts as inactive or inconclusive.

SMILES	Mito fusion act	Integrin act MD	PTAP TSG101 blk	CXXC DNA block	Menin MLL FP TR	TCR activator	MBNL1-CUG inh	A-T KAP1 phos	ASM inhibitor	TSHR antag
Clc1ccc(CNc2ccccn2)cc1	-5%	-9%	-2%	-5%	0%	4%	-9%	3%	2%	-9
COc1ccc(N2C(=NC(=O)C3CCCCC3)SC3CS(=O)(=O)CC32)cc1 (centres undefined)	-2%	8%	-2%	4%	8%	3%	-2%	0%	0%	-10
O=C(O)Cc1ccc(O)c(O)c1	-13%&-21%	.	-1%	11%&20%	1%	-2%	5%	-11%	1%	5&3
CCSc1nc2c(c(=O)[nH]1)C(c1ccncc1)C(C(=O)OC(C)C)=C(C)N2 (centres undefined)	-2%	-1%	-5%	3%	-20%	-5%	-9%	2%	3%	-16
CCCc1cc(=O)[nH]c(SCC(=O)N2CCc3ccccc3C2)n1	0%	36%	-1%	.	.	1%	.	?	6%	69
COC(=O)C(C)NC(=O)C12CC3CC(CC(C3)C1)C2 (centres undefined)	6%	15%	-1%	-3%	-1%	0%	-3%	3%	3%	0
COc1ccccc1N1CCN(Cc2ccco2)CC1	-2%	-25%[7.66 µM]	-2%	6%	6%	-9%	2%	-6%	-3%	-1
CC1(C)C(=O)N(c2ccccc2)C(=O)c2ccccc21	.	-7%	-2%	.	.	-33%	.	.	1%	.
Cc1cccc(C)c1NC(=O)CN(C)C(=O)/C=C/c1cccs1	0%	-1%	2%	2%	6%	-3%[46.1 µM]	22%	1%	0%	7
COc1ccccc1/C=C/C=N/n1c(C)nnc1C	1%	4%	0%	-5%	0%	-3%	7%	0%	5%	15
CCC(C)c1ccc(S(=O)(=O)N2CC(=O)Nc3ccccc32)cc1 (centres undefined)	9%	-6%	-9%	8%	-6%	-8%[46.1 µM]	-7%	4%	0%	-6
Cc1ccc(OCC(O)Cn2c(=N)n(Cc3ccccc3)c3ccccc32)cc1 (centres undefined)	-8%	-49%[inhibitor]	0%	?	-20%	0%	-3%	-1%	-3%	12
CCOCCc1nn2c(=O)cc(CSCC(=O)Nc3cc(C)cc(C)c3)nc2s1	-1%	4%	0%	-1%	0%	3%	-5%	6%	-1%	3
CCSc1nc2ccccc2c(=O)n1Cc1ccc(F)cc1	4%	17%	-1%	3%	-6%	2%	9%	10%	-2%	7
O=C(COc1ccc(Br)cc1Cl)NC(=O)NCc1ccccc1	1%	-20%	-7%	3%	25%	12%[46.1 µM]	.	1%	-8%	1
COc1ccccc1/C=N/NC1=NCCCCC1	0%	-9%	-1%	1%	1%	4%	-6%	-1%	-3%	-7
COc1ccc(OC)c(C(C)NC(=S)Nc2ccc(S(=O)(=O)Nc3ncccn3)cc2)c1 (centres undefined)	1%	0%	0%	20%	1%	1%	0%	-5%	-1%	-10
CCCCCC(=O)Nc1nnc(CCc2ccccc2)s1	-7%	6%	-2%	1%	1%	10%	4%	1%	27%	6
C/C(CCN1CCCCc2nc(C)c(C)cc21)=N\O[C@@H](C)c1cn([C@H](CO)Cc2ccccc2)nn1	-4%	.	.	8%	-20%[11.7 µM]	.	4%	-16%	.	-7
Cc1c(NC(=O)CCCOc2ccccc2)cccc1[N+](=O)[O-]	4%	-5%	-10%	-4%	-4%	1%	-5%	17%	-1%	30
CCn1c(=O)c([N+](=O)[O-])c(NCc2ccco2)c2ccccc21	2%	-19%	-2%	-3%	.	-1%	20%	?	-2%	8
Cn1c(C(=O)N2CCCC(Nc3ccc(F)cc3)C2)cc2ccccc21 (centres undefined)	8%	-24%	-3%	2%	6%	0%	-1%	5%	-4%	-3
O=C(CC1CCCCC1)NCc1ccccn1	-1%	0%	-2%	2%	6%	-10%	6%	1%	-2%	15
CC1=NN(c2ccccc2)C(=O)C1N=Nc1ccccc1 (centres undefined)	15%	-1%	-2%	-4%	7%	-3%[46.1 µM]	-3%	-18%	-13%	-8
Cc1cc(=O)oc2cc(Oc3ccc([N+](=O)[O-])cc3[N+](=O)[O-])ccc12	1%	-46%[inhibitor]	0%	-2%	?	1%[46.1 µM]	?	-7%	108%[activator]	-2
Cc1nnc(-c2cnn(C)c2N)n1Cc1ccccc1	0%	-26%	-4%	7%	-19%	-12%	-1%	0%	0%	40
CCCc1nc(SCC(=O)N2CCOCC2)c2c(C)c(C)sc2n1	21%	4%	-1%	17%	?	3%	-1%	5%	-1%	-6
CCCN(CCC)S(=O)(=O)c1ccc(Cl)c([N+](=O)[O-])c1	-5%	-54%[inhibitor]	0%	-5%	-19%	-6%	?	-5%	0%	-19
Cc1ccc(C)[n+](CC(=O)c2ccc(-c3ccccc3)cc2)c1	-13%	-68%[inhibitor]	-4%	-2%	-3%	10%	-2%	1%	-6%	10
Cc1cc(N)n(-c2ccc(S(=O)(=O)N3CCCC3)cc2[N+](=O)[O-])n1	3%	-27%	0%	2%	.	1%	?	7%	0%	9
Cc1nn(-c2ccccc2)c(Cl)c1/C=N/NC(=O)C1COc2ccccc2O1 (centres undefined)	-6%	.	.	4%	-8%	-11%[46.1 µM]	-10%	-3%	.	-8
CCCCOc1ccc(C2OC34CCCCC3C(C#N)(C#N)C2(C#N)C(=N)O4)cc1 (centres undefined)	0%	8%	?	9%	.	2%	?	-2%	i	-5
Cc1ccc(-c2cc(-c3cccs3)[nH]n2)c(O)c1	-5%	12%	-3%	23%	?	-8%	0%	.	-4%	-8
COc1ccc(CCN2CN(S(=O)(=O)c3ccccc3)c3nc4ccccc4nc32)cc1OC	2%	3%	-2%	-2%	10%	-1%[46.1 µM]	6%	4%	-2%	23
CCN1C(=NCCOC)N[C@@H](c2cccc(C(F)(F)F)c2)C(C(=O)OC)=C1C	-3%	1%	-7%	5%	-4%	-9%	-1%	-4%&-3%	8%	0&6
CN(C)S(=O)(=O)c1ccc(C(=O)NCC(=O)N/N=C/c2ccccc2)cc1	8%	4%	-4%	0%	-14%	-3%	13%	0%	0%	23
NS(=O)(=O)c1ccc(CCNC(=O)CCC2COc3ccccc3O2)cc1 (centres undefined)	-5%	5%	-4%	4%	50%[activator]	5%[46.1 µM]	3%	0%	0%	-4
CN(c1ccccc1)S(=O)(=O)c1ccc(Cl)c(C(=O)Nc2nc3ccccc3[nH]2)c1	26%	-23%	-2%	-10%	-18%	-4%[46.1 µM]	4%	-5%	-1%	-12
COC(=O)[C@H](Cc1c[nH]c2ccccc12)NC(=O)CCCc1c[nH]c2ccccc12	5%	2%	0%	14%	?	0%	-3%	-11%	-6%	1
O=C(N/N=C/c1ccccn1)c1ccc(Cl)cc1	3%	-62%[inhibitor]	0%	-19%	-4%	2%	?	10%	-1%	-5
COC(=O)c1ccc(OCCOc2ccc(C(=O)OC)cc2)cc1	6%	19%	-2%	-5%	-2%	4%	-2%	11%	4%	1
O=C(Nc1ccccc1N1CCOCC1)c1cccc(F)c1	16%	?	1%	0%	-7%	2%	6%	0%	0%	3
S=C(Nc1ccc(Br)cc1)N1CCn2cccc2C1c1cccnc1 (centres undefined)	1%	7%	-7%	10%	23%	-2%	.	3%	0%	-2
O=C(CCc1nnc(CCC2CCCCC2)o1)NCc1ccon1	3%	18%	-1%	6%	-1%	-25%	-5%	-1%	-2%	8
CCOC(=O)COc1ccc2c3c(c(=O)oc2c1C)CCC3	10%	38%	-6%	-9%	?	-2%	10%	.	6%	29
CCc1ccc(NC(=O)c2ccc(OC)c([N+](=O)[O-])c2)cc1	5%	-7%	0%	-8%	?	-3%[46.1 µM]	?	20%	-6%	17
CCC(NC(=O)c1cncc(Br)c1)c1ccccc1 (centres undefined)	.	-6%	0%	.	.	-1%	.	.	4%	.
Nc1nnc(CCCCc2cccs2)o1	-1%	15%	-3%	-13%	-13%	0%	-18%	0%	1%	8
COc1cccc(/C=N/n2c(SC)nnc2-c2ccccc2)c1OC	1%	6%	-6%	-4%	-22%	1%	-1%	5%	-2%	-14

Only part of the results is shown; count on the stated rates, not on these rows.
